KDM5B inhibitor: inhibitors of human KDM5B histone demethylase. 220,000 tested, 2.6% active. KDM5B demethylase, FDH-coupled NADH fluorescence (FDH is formaldehyde dehydrogenase). Q9UGL1. Potency, µM (titrated, usually from 57.7 µM), without a hit: top-dose activity change, negative = inhibition, usual class: inhibitors. AID 1347165; active = well fitted inhibition curve with a large enough effect; inconclusive = small, poorly fitted or top-dose-only effect; inactive = no such curve, though single readings can be large or run the other way; also: 0% is about no effect; nearly all actives have a fitted effect of over 70% in size
Target sequence (Q9UGL1 whole entry, looked up): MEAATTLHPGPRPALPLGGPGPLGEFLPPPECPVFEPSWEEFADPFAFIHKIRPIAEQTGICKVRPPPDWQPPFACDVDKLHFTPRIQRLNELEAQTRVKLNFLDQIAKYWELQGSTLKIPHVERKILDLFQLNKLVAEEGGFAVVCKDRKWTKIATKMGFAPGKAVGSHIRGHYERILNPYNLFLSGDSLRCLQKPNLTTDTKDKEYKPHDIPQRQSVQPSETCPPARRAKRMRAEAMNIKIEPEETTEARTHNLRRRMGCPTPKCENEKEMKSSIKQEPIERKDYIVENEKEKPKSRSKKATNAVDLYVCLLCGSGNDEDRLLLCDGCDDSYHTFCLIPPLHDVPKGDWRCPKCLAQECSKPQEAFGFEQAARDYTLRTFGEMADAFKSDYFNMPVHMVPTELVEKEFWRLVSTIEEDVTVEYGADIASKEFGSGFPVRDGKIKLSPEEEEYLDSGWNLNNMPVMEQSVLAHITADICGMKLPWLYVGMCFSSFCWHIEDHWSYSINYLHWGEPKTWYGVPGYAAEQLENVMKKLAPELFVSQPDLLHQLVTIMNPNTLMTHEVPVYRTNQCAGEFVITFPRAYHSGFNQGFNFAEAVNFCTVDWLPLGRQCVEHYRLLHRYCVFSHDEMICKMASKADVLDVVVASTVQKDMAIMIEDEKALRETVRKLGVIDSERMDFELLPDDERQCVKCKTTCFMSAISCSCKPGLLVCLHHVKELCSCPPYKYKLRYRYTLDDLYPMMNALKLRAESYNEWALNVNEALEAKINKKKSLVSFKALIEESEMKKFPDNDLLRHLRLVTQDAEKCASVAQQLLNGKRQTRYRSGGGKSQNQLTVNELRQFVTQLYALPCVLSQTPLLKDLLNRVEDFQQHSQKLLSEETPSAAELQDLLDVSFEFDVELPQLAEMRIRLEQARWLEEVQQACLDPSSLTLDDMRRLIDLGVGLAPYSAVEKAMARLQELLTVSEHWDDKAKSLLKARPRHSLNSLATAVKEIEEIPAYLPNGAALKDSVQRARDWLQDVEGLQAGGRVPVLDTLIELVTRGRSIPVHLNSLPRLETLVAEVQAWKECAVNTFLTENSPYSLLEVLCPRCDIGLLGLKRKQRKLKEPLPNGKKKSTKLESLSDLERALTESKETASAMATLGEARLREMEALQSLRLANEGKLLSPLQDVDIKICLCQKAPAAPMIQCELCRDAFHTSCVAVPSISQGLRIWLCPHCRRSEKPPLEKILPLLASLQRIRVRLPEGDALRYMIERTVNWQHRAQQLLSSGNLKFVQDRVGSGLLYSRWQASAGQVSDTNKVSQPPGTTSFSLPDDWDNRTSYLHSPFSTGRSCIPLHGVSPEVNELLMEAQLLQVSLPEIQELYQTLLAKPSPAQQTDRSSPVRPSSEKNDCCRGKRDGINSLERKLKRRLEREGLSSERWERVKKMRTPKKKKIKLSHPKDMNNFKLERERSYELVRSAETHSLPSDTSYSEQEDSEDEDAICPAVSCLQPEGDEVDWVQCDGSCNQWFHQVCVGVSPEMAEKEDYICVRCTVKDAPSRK
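Here, H3K4me3 peptide (12.5 µM in substrate mix) is demethylated by KDM5BΔAP, 200 nM final, after 10 min compound exposure. Formaldehyde product is coupled through FDH (0.25 U/mL in mix) to NADH fluorescence; 30-min ΔRFU feeds dose-response curves.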
* hit, by the source's call; ? = inconclusive; [ ] = dose if it differs, or a comment. Potency is read from the fitted curve at half-maximal effect. These rows are one share of the data, so the mix of outcomes need not match the whole.

nr	SMILES	KDM5B inhibitor
1	COc1ccc(NC(=O)Cc2ccc(N(Cc3cccc(F)c3)C(=O)c3ccco3)cc2)cc1	?
2	O=C(OCc1ccccc1)N1CCC2(CC1)C(=O)NN=C2C1CC1	0.8%[86.2 µM]
3	CCOC(=O)c1ccc(Oc2nc3c(c(=O)n(C)c(=O)n3C)n2Cc2ccccc2F)cc1	1.5%
4	O=C(Nc1ccc(Cl)nc1)c1ccc2cc[nH]c2n1	?
5	COc1cccc(NC(=O)NC[C@H]2O[C@@H](CC(=O)N3CCN(c4ccc(F)cc4)CC3)[C@H](O)[C@@H]2O)c1	?
6	Cc1nn(C)c2nc(NCCCC3CCOC3)sc12 (stereo not drawn)	6.2%
7	O=C(CN1C(=O)NC2(CCOCC2)C1=O)Nc1ccc(F)cc1	-2.5%
8	Cc1ccccc1NC(=O)CSc1ncnc2ccccc12	18.1%
9	Cc1ccc(S(=O)(=O)N2CCCCC2)cc1NC(=O)CSc1nnc2ccccn12	-33.2%
10	CCOC(=O)c1cc(-c2ccc(OC)cc2)nc2ccc(Br)cc12	3.3%
11	Cc1cccn2c(=O)c3cc(C#N)c(=NC(=O)c4ccco4)n(Cc4ccco4)c3nc12	?
12	COCCN1CC(C(=O)NCc2ccccc2-n2ccnc2C)CCC1=O (stereo not drawn)	-16.0%
13	COc1c(C)cc(Br)cc1C(=O)Nc1sc2c(c1C(N)=O)CCCCC2	5.5%
14	Cc1ccc(NC(=O)Cn2c(C)cc3nc4n(c(=O)c32)CCCCC4)c(C)c1	-9.2%
15	Cc1ccc(NC(=O)CN2CCN(S(=O)(=O)c3ccc(C(C)C)cc3)CC2)cc1F	-25.3%
16	COc1cccc(CNC(=O)CNS(=O)(=O)c2ccc3nc(C)sc3c2)c1	-21.3%
17	CC(C)c1nnc(NC(=O)NCC(O)c2ccccc2F)s1 (stereo not drawn)	23.1%
18	O=C(c1ccccc1F)N1CCN(Cc2c[nH]c3ccccc23)CC1	?
19	COc1ccc(N2CCN(C(=O)c3ccc(Br)o3)CC2)cc1	34.5%
20	COc1ccccc1CN1CCCC(CN(CCN(C)C)C(=O)c2ccccc2OC)C1 (stereo not drawn)	24.2%
21	COc1ccccc1-n1cnc2cccnc21	5.4%[115 µM]
22	COc1ccccc1N1CCN(C(=O)c2cc(C)no2)CC1	16.0%
23	O=C([C@H]1CCC[C@H](O)C1)N1CCN(c2ccnc3nncn23)CC1	?
24	Cn1nccc1CCC(=O)N1CCN(C(=O)C2CCC2)[C@@H]2CS(=O)(=O)C[C@@H]21	17.0%
25	CCCCc1nn2c(=O)cc(CN3CCN(c4ncccn4)CC3)nc2s1	-10.2%
26	COc1ccc(CC(=O)N[C@@H]2c3ccccc3C3(CCNCC3)[C@H]2OC)cc1	2.2%
27	S=C(NCc1ccc(Cl)cc1)Nc1ccc(Br)cn1	9.9%
28	CC(C)CCNC(=O)CN(Cc1ccc(F)cc1)C(=O)CCC(=O)Nc1ccccn1	26.4%
29	CCOC(=O)C1(Cc2cccc(F)c2)CCN(CCCn2cccn2)CC1	-1.2%
30	Cc1ccc(C(CNC(=O)c2cc(=O)c3ccc(Br)cc3o2)N2CCCCC2)o1 (stereo not drawn)	-2.0%
31	COc1ccc(NC(=O)NNC(=O)C(C)Oc2ccc3ccccc3c2)cc1OC (stereo not drawn)	-1.3%
32	Cc1ncc(-c2ccc(S(=O)(=O)Nc3ccc(Cl)cc3)cc2)o1	2.4%
33	COc1ccccc1Cc1nc(-c2nnn3c2COC(c2ccc(C)cc2)C3)no1 (stereo not drawn)	0.3%
34	C=CCNC(=O)CN1CCN(Cc2ccc(F)c3cccnc23)CC1	7.8%
35	O=C(NCc1cccn1Cc1ccccc1F)Nc1ccc(F)cc1	-9.8%
36	O=C(NCCOc1ccccc1)c1cnc2n1CCN(CC1CCOCC1)CC2	-2.5%[86.2 µM]
37	Cc1ccc(CNC(=O)c2c(C)sc3ccn(C)c(=O)c23)cc1	1.9%
38	CCCOc1ccc(CNC(=O)C(NS(=O)(=O)c2cccs2)C(C)C)cc1 (stereo not drawn)	-8.6%
39	Cc1cccc(-n2c(=O)c3ccccc3n(Cc3ccccc3)c2=O)c1	-27.1%
40	CCOC(=O)N1CCc2c(sc3c2c(=O)n(Cc2ccccc2)c(=O)n3Cc2cc(C)ccc2C)C1	5.1%
41	Cc1ccc(-c2csc(Nc3cccc(C)c3C)n2)cc1	-24.5%
42	Cc1cn2nc(-c3nc(C4CCCN(C(=O)Cc5cccc(F)c5)C4)no3)cc2c(=O)[nH]1 (stereo not drawn)	?
43	CCC(CC)NC(=O)CCc1ccc(S(=O)(=O)N2CCCCC2)cc1	-1.4%
44	CCCCCCCOc1ccc(C=Nc2ccc(CCCC)cc2)c(O)c1	11.3%
45	COc1ccc(CCN2C(=O)O[C@@H]3CN(C(=O)C4CCC4)C[C@@H]32)cc1	11.8%
46	CCCNC(=O)COC(=O)c1ccc2[nH]c(C)c(C)c2c1	-16.8%
47	CCOc1cc(C(=O)Nc2ccc(S(=O)(=O)Nc3cnc4ccccc4n3)cc2)cc(OCC)c1OCC	18.4%
48	Cc1cccc(CC(=O)NCCC2CCN(C(=O)Nc3ccccc3)CC2)c1	11.3%
49	Cc1cc(C)c(NC(=O)CSc2nc(=O)n(Cc3cccnc3)c3c2CCC3)c(C)c1	-12.5%
50	Cn1c(=O)[nH]c(=O)c2c1nc(NCc1ccccc1Cl)n2CCCc1ccccc1	19.2%
51	CN(C)S(=O)(=O)c1ccc(C(=O)N2CC(=O)Nc3ccc(Br)cc3C2c2ccc(F)cc2)cc1 (stereo not drawn)	-0.1%
52	C=C(C)CN1CCN(CCc2ccccc2)CC1	-6.7%
53	COc1ccc(C(=O)N2CC(Oc3ccccc3-c3nc(-c4ccccc4)no3)C2)cc1	25.1µM*
54	CN(C)C[C@@H]1CN(S(C)(=O)=O)C[C@H]1NC(=O)c1ccnn1C	7.1%
55	CC(=O)N1CCCC(c2[nH]ccc2C(=O)N2CCN(c3ncccn3)CC2)C1 (stereo not drawn)	-2.5%
56	Cc1[nH]c2ccccc2c1C1c2ccccc2C(=O)N1CCC(C)C (stereo not drawn)	-16.0%
57	O=C(O)C(c1c[nH]c2cc(Br)ccc12)N1CCN(Cc2cccs2)CC1 (stereo not drawn)	1.0%
58	C=CC[n+]1ccn(-c2nc3ccccc3nc2[N-]S(=O)(=O)c2cccs2)c1	?
59	COc1cccc(C(O)c2nc(C(=O)Nc3ccc(OC)c(OC)c3)c(C)o2)c1 (stereo not drawn)	-11.3%[86.2 µM]
60	COc1ccc(-c2ocnc2C(=O)Nc2ccc(C)c(Cl)c2)cc1	2.1%

Part of the list above, field by field:
[36] O=C(NCCOc1ccccc1)c1cnc2n1CCN(CC1CCOCC1)CC2
  KDM5B inhibitor = -2.5%[86.2 µM]

[37] Cc1ccc(CNC(=O)c2c(C)sc3ccn(C)c(=O)c23)cc1
  KDM5B inhibitor = 1.9%

[38] CCCOc1ccc(CNC(=O)C(NS(=O)(=O)c2cccs2)C(C)C)cc1 (stereo not drawn)
  KDM5B inhibitor = -8.6%

[39] Cc1cccc(-n2c(=O)c3ccccc3n(Cc3ccccc3)c2=O)c1
  KDM5B inhibitor = -27.1%

Further compounds follow.
nr	SMILES	KDM5B inhibitor
61	Cc1cc(C)cc(N2CCC(NC(=O)c3ccc4[nH]ccc4c3)C2=O)c1 (stereo not drawn)	?
62	CCOC(=O)c1ccc(Oc2c(C(F)(F)F)oc3cc(OC(=O)c4ccccc4)ccc3c2=O)cc1	7.3%
63	Cc1ccc(Nc2ncc3c(n2)CC(C)CC3=O)c(C)c1 (stereo not drawn)	20.8%
64	COCC(=O)NC[C@H]1O[C@H](Cc2cc(-c3ccc(F)cc3)on2)CC[C@@H]1O	7.4%[86.2 µM]
65	CCOC(=O)c1cc(-c2ccc(OC)cc2)n(CCC(=O)Nc2ccc(OC)cc2OC)c1C	?
66	CCOc1ccc(N2CC(C(=O)Nc3cc(C)ccn3)CC2=O)cc1 (stereo not drawn)	12.7%
67	O=C(NNC1=Nc2ccccc2SC1)c1cccc([N+](=O)[O-])c1	?
68	Cc1ccc2[nH]c(CN3CCNCC(C(=O)O)C3)nc2c1C (stereo not drawn)	19.7%
69	CN(Cc1nccn1C)Cc1c(C(=O)N2CCCCC2)nc2sccn12	44.9%[activator]
70	COC(=O)[C@H](NC(=O)Nc1cc(C)cc(C)c1)C(C)C	-7.4%
71	Cc1ccc(CCNC(=O)C2CC(=O)N(CCc3ccc(C)cc3)C2)cc1 (stereo not drawn)	-2.0%
72	CC(C)c1nnc2sc(-c3cc4ccccc4[nH]3)nn12	?
73	CCOC(=O)C(NC(=O)[C@@H](NC(=O)c1ccccc1OCC)C(C)C)C(=O)OCC	26.3%
74	O=C(O)c1ccc(CSc2cccc(Cl)c2)cc1	20.0%
75	CCn1c(=O)cc(OCC(=O)NCc2ccccc2OC)c2ccccc21	-19.3%
76	COc1cccc(-c2ncnn2-c2sc3c(c2C#N)CCCCC3)c1OC	0.6%[11.5 µM]
77	O=C(CCC(=O)N1Cc2ccccc2Oc2ncccc21)NCc1cccc(Cl)c1	?
78	C#CCNC(=O)CN1CCCC1C(=O)NCC(F)(F)F (stereo not drawn)	17.0%
79	COCCc1nn2c(=O)cc(COC(=O)c3cccs3)nc2s1	-10.1%
80	CC1CCC2(CC1)NC(=O)N(Cc1coc(-c3cccs3)n1)C2=O (stereo not drawn)	-5.8%
81	COc1ccc(C(C)=O)cc1CO/N=C/c1ccccc1Cl	12.2%
82	c1ccc(-c2cc3ncc4c(n3n2)-c2ccccc2OC4)cc1	-28.3%
83	COc1cccc(-c2nc(CSCC(=O)NCCc3ccc(Cl)cc3)c(C)o2)c1	-0.4%
84	O=C(COc1ccccc1-c1nnc(-c2ccccc2)o1)Nc1ccc(Br)cc1F	-13.4%
85	CCCCn1nc(C(=O)Nc2ccc(OC(F)F)c(Cl)c2)c2ccccc2c1=O	-25.6%
86	COc1ccc(C)cc1NC(=O)CN1CCN(S(=O)(=O)c2ccc(Br)cc2)CC1	-15.2%
87	CC1(C)Cc2nc(C(C)(C)C)ncc2C(NC(=O)CCCN2CCCC2=O)C1 (stereo not drawn)	-5.3%
88	O=C(Cc1ccccc1)N1CCCC(c2nn(-c3ccc(Cl)cc3)c(=O)[nH]2)C1 (stereo not drawn)	-24.5%
89	Cn1cccc1CN1CCC(N2C(=O)C(OCC3CC3)C23CCCCC3)CC1 (stereo not drawn)	?
90	CCOc1cc(C2C(C#N)=C(N)Oc3cc4c(cc32)OCO4)c(Br)cc1OC (stereo not drawn)	?

Single entries from the results shown:
no. 88 – KDM5B inhibitor: -24.5%
no. 80 – KDM5B inhibitor: -5.8%

(list continues)
nr	SMILES	KDM5B inhibitor
91	COc1ccc(NC(C)c2nc(-c3cccs3)no2)cc1 (stereo not drawn)	2.4%
92	c1ccc([C@@H]2CN(Cc3cccnc3)C[C@H]2COc2ccncc2)nc1	-24.2%
93	O=C(c1ccoc1)N1CCCCC1c1nc(CCOCC2CC2)no1 (stereo not drawn)	-5.2%
94	O=C(COc1ccc(F)cc1)N1CCC(N2CC3CC(C2)[C@H]2CCCC(=O)N2C3)CC1 (stereo partly drawn)	?
95	Cc1noc([C@H]2CCN(C(=O)c3ccnn3C)C[C@H]2NC(=O)C2CC2)n1	-2.3%
96	CCOc1ccc(CNCc2c(C(=O)O)c(C)n(Cc3c(F)cccc3Cl)c2C)cc1OC	-17.3%
97	Cc1ccc(CNC(=O)c2ccc(N3Cc4ccccc4Oc4ncccc43)s2)cc1	?
98	CCn1cc2nc(SCc3cccc(C(F)(F)F)c3)n(Cc3ccc(C)cc3)c(=O)c2n1	-11.5%
99	COc1ccc(NC(=O)CSC2=Nc3ccccc3C3=NC(CCC(=O)NC4CCCCC4)C(=O)N23)cc1 (stereo not drawn)	-13.0%
100	CCc1ccc(Oc2coc3cc(OC(=O)OC)ccc3c2=O)cc1	?
101	Cc1ccc(-c2ccc3nnc(CNC(=O)CCC4CCCC4)n3n2)cc1	28.2µM*
102	Cc1ccccc1N1CC(C(=O)Nc2ccccc2C(=O)N(C)Cc2ccccc2)CC1=O (stereo not drawn)	11.7%
103	O=C(NCc1cccnc1)[C@H]1C[C@@H](O)[C@H](O)[C@@H]2N=C(Nc3ccc(Cl)cc3)S[C@@H]21	-5.5%[86.2 µM]
104	Cc1ccc(NC(NC(=O)c2cccc(C)c2)C(Cl)(Cl)Cl)cc1 (stereo not drawn)	1.4%
105	COC(=O)c1ccc2nc(C[C@@H]3C[C@@H](C(C)C)[C@H](CNC4CCOCC4)C=C3C)[nH]c2c1	-2.5%
106	CC(=O)Nc1ccc(C(=O)CSc2nnc3ccc4ccccc4n23)cc1	-9.1%
107	CCNC(=O)N1CCC(c2noc(-c3ccccn3)n2)C1 (stereo not drawn)	-12.1%
108	CCOC(=O)c1ccc(NC(=O)C2=C(C)C(=O)OC23CCN(C(C)=O)CC3)cc1	-6.2%
109	O=c1n(-c2ccncc2)nc2n1CCN(Cc1cccc3ccccc13)C2	-21.6%
110	Cc1cc(C)cc(-n2nnc(-c3nc(-c4ccccc4F)no3)c2C)c1	5.5%
111	CC1CN(CCCCN)CC(C)O1 (stereo not drawn)	22.9%
112	O=C(Nc1cccc(C(F)(F)F)c1)c1noc2c1CCCC2	12.8%
113	O=C1NC2(CCCC2)C(=O)N1Cc1coc(-c2cccc(F)c2)n1	-9.3%
114	CN(CC1CCCCO1)C(=O)c1coc(COc2ccc3c(c2)OCO3)n1 (stereo not drawn)	5.6%
115	COc1ccc(-c2noc(N(c3ccc(F)c(Cl)c3)c3nc(-c4ccc(OC)c(OC)c4)no3)n2)cc1OC	?
116	Cn1nccc1C(=O)N1CCC(Oc2cccc(F)c2)C1 (stereo not drawn)	-15.3%
117	CCC(=O)N1CCc2cc(Br)cc(S(=O)(=O)CCC(=O)Nc3cccc(Cl)c3)c21	-10.3%

Source: PubChem BioAssay (National Center for Advancing Translational Sciences (NCATS))
